Screening results: PubChem, NCI
All columns: NCI-60 one-dose screen, growth in % after 48 h at 10 µM unless noted; 100 = growth as untreated, 0 = no growth, -100 = all killed.
HCT-15 – HCT-15 colon cancer | actives 5.2% (n = 82,000)
SNB-75 – SNB-75 CNS cancer; actives 5% (n = 79,000)
SNB-19 – SNB-19 CNS cancer cells. AID 1794751. actives 2.5% (n = 81,000)
HCC-2998 – HCC-2998 colon cancer. actives 4.7% (n = 79,000)
HT29 – HT29 colon cancer. actives 7.4% (n = 81,000). AID 1794748
KM12 – KM12 colon cancer cells | actives 5% (n = 82,000) | AID 1794800
SW-620 – SW-620 colon cancer | actives 5.2% (n = 82,000) | AID 1794795
COLO 205 – COLO 205 colon cancer; actives 7.3% (n = 79,000)
HCT-116 – HCT-116 colon cancer; actives 7.3% (n = 82,000); AID 1794798
Starred values were filed as active, the others as inactive; · = no result given; & = joins results of further samples. The calls were made as follows: active = growth percent below 10; inactive = the rest.

SMILES	HCT-15	SNB-75	SNB-19	HCC-2998	HT29	KM12	SW-620	COLO 205	HCT-116
COc1ccc(-c2cc(-c3nc4ccc(F)cc4[nH]3)[nH]n2)cc1	54	37	82	93	79	33	70	89	53
CC(=O)Nc1on[n+](-c2ccccc2)c1-c1ccccc1	98	94	106	102	84	102	105	101	102
Cc1c(Cc2ccccc2)c(=O)oc2c(C)c(OCC(=O)n3nc(N)cc3N)ccc12	93	91	97	105	99	95	104	106	98
CN(C)c1ccc(/C=N/NC(=O)COc2ncnc3sc4c(c23)CCCC4)cc1	103	81	97	·	105	105	98	119	103
Cc1ccc2[nH]c3nc4cc(N5CCC(N6CCOCC6)CC5)cnc4c(C)c3c2c1	87	94	101	105	86	92	106	95	88
O=C(Nc1ccccc1C(=O)N/N=C/c1cc2ccccc2cn1)c1ccccc1	39	86	78	86	64	73	69	93	46
Nc1ncnc2c1c(-c1cccc(Cl)c1)nn2CC(=O)N1CCOCC1	101	94	94	110	100	102	106	116	101
N/C(=N\c1nc2ccccc2s1)NC(=NC1CCCCC1)NC1CCCCC1	1.3*	23	4.3*	-89*	6.2*	28	0.6*	-45*	0.4*
CC1(C)CC(=O)NC(=O)C1	103	103	110	102	100	105	107	120	108
CCN1C(=O)/C(=c2\sc3n(c2=O)NC2C(N=3)N(CC)C(=O)N2CC)c2ccccc21 (centres undefined)	34	7.1*	51	59	13	20	39	15	13
Cc1cc(C)c([O-])c(CN(C)CCN(C)Cc2cc(C)cc(C)c2[O-])c1.O=C([O-])c1cccc(C(=O)[O-])n1.[Ti+4]	36	-12*	27	5.2*	-33*	11	-20*	2.0*	4.9*
COc1ccc(-n2cc(-c3cc(OC)c(OC)c(OC)c3)n(C(C)=O)c2=O)cc1OC	112	102	95	103	98	98	107	91	91
CN1CCN(Cc2ccc(NC(=O)c3[nH]ncc3Nc3ncnc4c3CCC4)cc2)CC1	14	-23*	·	13	9.7*	6.5*	7.8*	-38*	5.8*
O=C(OCc1ccc2c(Br)cc(Br)c(O)c2n1)c1cc2ccccc2[nH]1	-67*	-46*	46	-78*	-82*	-19*	-69*	-74*	-73*
OCCSc1ccc(Cl)cc1	102&104	83&97	95&118	108&106	88&104	102&117	104&104	104&117	94&110
Cc1nn(-c2ccccc2)c2nc(Cl)c(/C=C/C(=O)c3ccc(Cl)cc3)c(-c3ccccc3)c12	106	83	100	100	114	108	108	114	95
CN1N=C2c3cn(Cc4ccccc4)cc3CCC2C1=O (centres undefined)	111	104	102	105	105	106	101	·	98
CCCn1c(=S)sc2c(Cl)nc(C)nc21	13	8.6*	93	111	84	104	102	43	104
COc1cc(Cl)ccc1C(=O)Nc1nc2ccccc2[nH]1	56	76	107	95	67	71	72	78	69
CCCCc1ccc(Nc2nnc(SCC(=O)NC(=O)NCC)s2)cc1	100	83	119	105	103	102	102	202	94

At a glance, ten of the compounds above:
SMILES	HCT-15	SNB-75	SNB-19	HCC-2998	HT29	KM12	SW-620	COLO 205	HCT-116
Cc1ccc2[nH]c3nc4cc(N5CCC(N6CCOCC6)CC5)cnc4c(C)c3c2c1	87	94	101	105	86	92	106	95	88
O=C(Nc1ccccc1C(=O)N/N=C/c1cc2ccccc2cn1)c1ccccc1	39	86	78	86	64	73	69	93	46
Nc1ncnc2c1c(-c1cccc(Cl)c1)nn2CC(=O)N1CCOCC1	101	94	94	110	100	102	106	116	101
N/C(=N\c1nc2ccccc2s1)NC(=NC1CCCCC1)NC1CCCCC1	1.3*	23	4.3*	-89*	6.2*	28	0.6*	-45*	0.4*
CC1(C)CC(=O)NC(=O)C1	103	103	110	102	100	105	107	120	108
CCN1C(=O)/C(=c2\sc3n(c2=O)NC2C(N=3)N(CC)C(=O)N2CC)c2ccccc21 (centres undefined)	34	7.1*	51	59	13	20	39	15	13
Cc1cc(C)c([O-])c(CN(C)CCN(C)Cc2cc(C)cc(C)c2[O-])c1.O=C([O-])c1cccc(C(=O)[O-])n1.[Ti+4]	36	-12*	27	5.2*	-33*	11	-20*	2.0*	4.9*
COc1ccc(-n2cc(-c3cc(OC)c(OC)c(OC)c3)n(C(C)=O)c2=O)cc1OC	112	102	95	103	98	98	107	91	91
CN1CCN(Cc2ccc(NC(=O)c3[nH]ncc3Nc3ncnc4c3CCC4)cc2)CC1	14	-23*	·	13	9.7*	6.5*	7.8*	-38*	5.8*
O=C(OCc1ccc2c(Br)cc(Br)c(O)c2n1)c1cc2ccccc2[nH]1	-67*	-46*	46	-78*	-82*	-19*	-69*	-74*	-73*

New compounds follow
SMILES	HCT-15	SNB-75	SNB-19	HCC-2998	HT29	KM12	SW-620	COLO 205	HCT-116
COC(=O)[C@@H]1CCCN1C(=O)[C@@H]1CCCN1C(=O)[C@@H](Cc1c[nH]c2ccccc12)NC(=S)Nc1cc(C(F)(F)F)cc(C(F)(F)F)c1	75	33	69	35	51	66	50	17	34
Cc1ccc(C(=O)CSc2nnc(-c3c[nH]c4ccccc34)n2-c2ccccc2)cc1	44	-1.2*	20	66	7.1*	51	19	75	7.7*
N#Cc1ccc(-c2ccc(OCCCN3CCCCC3)cc2)cc1	86	92	95	93	39	87	90	81	77
COc1ccc(C=Nc2n[nH]c(Nc3ccccc3)c2C#N)cc1	97	110	95	98	105	100	108	103	100
CCC(c1ccccc1)C(CC)c1cc(O)c(O)c(O)c1 (centres undefined)	83	86	97	98	98	83	101	133	84
S=C1Nc2ccccc2Nc2ccccc21	105	89	99	120	104	101	102	107	94
COc1cc2c(=O)ccn(-c3ccc(NC(C)=O)cc3)c2cc1OC	102	94	94	108	120	109	104	116	97
O=C(COc1ccc(/C=C2\Oc3ccccc3C2=O)cc1)Nc1nc2c(s1)CCCC2	90	-77*	83	100	30	-75*	65	102	76
Cc1ccc(CC(N)C(=O)O)cc1 (centres undefined)	101	85	97	98	103	102	96	103	101
C/C=C/C(=O)NN	105	100	96	102	117	110	108	111	116
CCOC(=O)/C(C#N)=C(\C)CCc1ccccc1	88	52	104	-6.1*	99	113	103	132	88
CCCCN1C(=O)/C(=c2\sc3n(c2=O)NC2C(N=3)N(CC)C(=O)N2CC)c2cc(Cl)ccc21 (centres undefined)	90	87	101	133	120	104	99	126	97
C=C(C)[C@@H]1CC[C@]2(C=O)CC[C@]3(C)[C@H](CC[C@@H]4[C@@]5(C)CCC(=O)C(C)(C)[C@@H]5CC[C@]43C)[C@@H]12	94	96	88	99	99	88	99	111	91
O=C(Oc1c(Cl)cc(Cl)cc1[N+](=O)[O-])c1ccccc1Cl	102	108	105	101	108	102	103	93	100
O=C(Nc1nc(-c2ccc(Cl)cc2)cc(-c2ccccc2Cl)n1)c1cccnc1	92	85	96	119	107	102	94	107	97
COc1ccc(N/C=C/C2=[N+](C)c3ccccc3C2(C)C)c(OC)c1	99	89	102	98	87	103	93	100	89
N=C(N)SCc1cccc2c(CSC(=N)N)cccc12	108	92	93	104	108	94	103	108	101
C/C(=C(/C)C1CC1CCNC1CCN(C(=O)OC(C)(C)C)CC1)c1ccccc1 (centres undefined)	93	92	105	87	50	97	90	90	75
COc1ccc([C@H]2Nc3c(c(C(C)(C)C)nn3-c3ccccc3)C(=O)[C@]23CCCC3=O)cc1	99	85	94	106	109	104	91	109	91
Cc1c(C(=O)NCc2nc3ccccc3[nH]2)[nH]c2ccc(Cl)cc2c1=O	112	93	110	97	89	107	106	105	103
NC(=O)CSc1nnc(CCC(=O)c2nc3ccccc3[nH]2)s1	·	94	104	104	·	119	110	116	114
O=C1NC(=O)C2(C=C(c3ccccc3)C(O)(c3ccccc3)C2)N1 (centres undefined)	96	97	105	95	106	110	103	107	106
Cn1c(=O)c(F)c(Nc2ccc(I)cc2F)c2c(=O)n(C[C@@H](O)CO)cnc21	55	63	43	-38*	7.5*	20	22	2.2*	9.2*
COc1cc(-c2nc(SCCC(C)C)nc(Nc3ccc(Cl)cc3)c2C#N)cc(OC)c1OC	89	34	47	106	72	97	66	79	33
COc1cc(C2=NN(C(=O)c3ccc(S(C)(=O)=O)cc3)C(c3ccc4c(c3)OCO4)C2)cc(OC)c1OC (centres undefined)	94	87	98	100	113	100	111	112	96
COc1cc(/C=C2\C(=O)N(C(=O)c3csc(NC(C)=O)n3)N=C2C)cc(OC)c1OC	105	97	126	110	100	102	111	101	100
O=S(=O)(NCCCNc1nccc(-c2[nH]c(-c3ccccc3)nc2-c2ccc(Cl)c(O)c2)n1)c1ccccc1	74	77	103	109	98	87	116	94	55
c1ccc(N2N=NC3C4CCC(C4)C32)cc1 (centres undefined)	114	84	100	100	·	115	106	113	109
Cc1c(C(=O)N=Nc2c(O)[nH]c3ccc(F)cc23)oc2ccccc12	106	·	100	112	106	102	104	113	103
CCC(C)(c1cc(C(C)(C)C)c(O)c(C(C)(C)C)c1)c1cc(C(C)(C)C)c(O)c(C(C)(C)C)c1	105	83	104	110	96	100	102	107	99
COc1ccc(Cn2cc(C(=O)Nc3cccnc3Nc3ccc(OC)cc3OC)nn2)cc1	92	92	96	96	103	101	100	112	93
COc1ccc(C2CCCCC2SCC(=O)O)cc1OC (centres undefined)	102	90	101	106	98	105	110	94	108
CC1=C(C)C[C@@]2(Cc3c(ccc4ccccc34)C2=O)S(=O)C1 (some centres undefined)	111	98	100	99	95	100	104	116	92
COc1ccc(-n2c(-c3ccccc3)c(-c3ccccc3)c3c(SCC(=O)N/N=C/c4ccc([N+](=O)[O-])cc4)ncnc32)cc1	101	·	98	93	97	90	102	110	83
Cc1ccc(S(=O)(=O)Nc2ccc(Cl)cc2C(=O)O)cc1	92	87	102	117	118	109	103	125	105
CC(=O)CC(=O)OC1CCCCC1C (centres undefined)	98	108	102	107	99	101	109	101	101
Brc1c(-c2ccncc2)nc2n1CCS2	105	101	103	116	87	116	105	120	85
O=C(/C=C/c1ccc(Oc2ccc(Cl)cc2)cc1)c1cc2ccccc2oc1=O	87	58	80	108	101	85	92	94	89
CCCCCCCCn1c2ccccc2c2c3c(c4c5cc(OC)ccc5oc4c21)C(=O)N(O)C3=O	86	88	57	98	98	104	102	116	99
COc1cc2c3c(n(CCCN4CCC[C@@H]4CO)c(=O)c2cc1OC)-c1cc2c(cc1C3=O)OCO2	-91*	-83*	-90*	-99*	-95*	-98*	-78*	-68*	-59*
O=C1OCCN1NCc1ccc([N+](=O)[O-])o1	89	97	115	116	119	106	105	107	97
Cc1cc(Cl)cc(CN(Cc2ccccc2)Cc2c(O)ccc3ccccc23)c1O	108	94	100	92	98	100	105	115	111
O=C1Nc2ccc(Br)cc2/C1=N/N=C/c1ccc(F)cc1	100	82	96	98	103	102	103	112	100
CCC/C=C(\C#N)C(=O)OC	104	97	98	110	103	107	98	112	113
CCOc1ccc(Nc2nc3ccccc3nc2Nc2ccc(OCC)cc2)cc1	27	91	40	90	28	47	76	96	18
COc1cc(-c2nn(-c3ccc(NC(=O)CN4CCN(C)CC4)cc3)cc2-c2ccncc2)ccc1Cl	95	102	103	99	105	105	126	113	95
C=C(C)C1CC[C@]2(C(=O)NCCCN3CCN(CCCN)CC3)CC[C@]3(C)C(=CC[C@@H]4[C@@]5(C)C[C@@H](CC#CC#CC[C@@H]6C[C@]7(C)[C@H]8CC=C9[C@H]%10C(C(=C)C)CC[C@]%10(C(=O)NCCCN%10CCN(CCCN)CC%10)CC[C@@]9(C)[C@]8(C)CC[C@H]7C(C)(C)[C@H]6OC(C)=O)[C@H](OC(C)=O)C(C)(C)[C@@H]5CC[C@]43C)[C@@H]12 (some centres undefined)	106	84	108	96	90	97	90	106	97
CCC(C)[C@@H]1NC(=O)[C@H](CC(C)C)NC(=O)[C@@H]2CCCN2C(=O)[C@H](Cc2ccccc2)NC(=O)[C@H](C(C)CC)NC(=O)[C@@H]2CCCN2C(=O)[C@H](CO)NC1=O (some centres undefined)	101	98	99	117	113	105	100	125	99
C[C@@H](O)C[C@@H]1C[C@@H]1/C=C/c1ccccc1	100	98	93	100	95	101	106	107	101
C=C(C)[C@@H]1CC[C@]2(C(N)=O)CC[C@]3(C)[C@H](CC[C@@H]4[C@@](C)(CC/C(N)=N/O)[C@H](C(=C)C)CC[C@]43C)[C@@H]12	86	79	98	103	111	94	100	103	88
O=C(CCCn1c(O)c(/C=C2\C=Nc3ccccc32)sc1=S)NCCc1c[nH]c2ccccc12	70	83	90	95	85	91	97	76	99
CCCCCCCCCc1ccc(O)c(Cl)c1	107	85	100	97	97	111	89	107	101
COC(=O)c1c(C(=O)OC)c2ccc3c4ccccc4ccc3n2c1C(=O)C(C)(C)C	56	104	64	77	80	78	107	89	65
C[C@@]1(C(=O)O)CC2C=CC1C2 (some centres undefined)	104	·	113	114	108	117	112	110	103
COc1ccc(CN2CCc3c(Nc4ccccc4)nc(N)nc3C2=O)c(OC)c1	93	86	78	100	·	83	80	107	45
O=C(CNCCN1CCOCC1)N1c2cccc3cccc(c23)N(C(=O)CNCCN2CCOCC2)C1c1cn(-c2ccccc2)nc1-c1cccc([N+](=O)[O-])c1	44	58	77	35	7.4*	99	83	53	51
O=C(N/N=C/c1c[nH]c2ccccc12)Nc1ccc(F)c(Cl)c1	20	48	73	3.7*	33	-15*	41	34	26
Cc1nc2cc3ccccc3cc2s1	97	101	112	104	121	117	108	126	115
CC1SC(c2c(Cl)cccc2Cl)N(NC(=O)c2[nH]c3ccc(F)cc3c2-c2ccccc2)C1=O (centres undefined)	65	-53*	37	11	35	46	17	35	-44*
COc1cc(C)c(CCC2(C)C=Cc3cc(O)ccc3O2)c(C)c1C (centres undefined)	101	78	111	104	103	100	103	102	97

Remaining list, next part:
SMILES	HCT-15	SNB-75	SNB-19	HCC-2998	HT29	KM12	SW-620	COLO 205	HCT-116
O=C1/C=C/[C@@H](O)[C@@H]2C[C@@H](O)C[C@H]2/C=C/CCC[C@H](CCO)O1	10	33	31	1.7*	-2.5*	-54*	-46*	-67*	-62*
O=C(O)/C=C\C(=O)Nc1cccc(Cl)c1	109	86	100	102	94	106	105	123	107
O=C(Nc1sc2c(c1C(=O)O)CCCC2)c1ccccc1	109	98	101	105	118	99	105	137	108
N#CCCN1CCN(CCC#N)C1=S	106	96	99	·	99	109	101	105	101
